Wee1 degr inh: Wee1 degradation inhibitors, primary screen, cell-based, HeLa, Wee1K328M-luciferase, luminescence; 220,000 compounds, 1.2% hits; reporter increase, % at 5 µM; HeLa Luc-Wee1K328M stability; 100% = proteasome inhibitor MG132 effect;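 active = activation above the mean of all tested compounds plus 3 SD, set per screening run, cut at about 8.8% in these data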;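 also: cells exposed to compound for 20 h before luminescence read; 0% = DMSO alone and 100% = MG132 at 30 µM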
Mdm2 ligase inh: MDM2-luciferase reporter signal enhancers, primary screen, MDM2 E3 ligase inhibitor project, cell-based, luminescence, 1536-well. E3 ubiquitin-protein ligase Mdm2 (Homo sapiens), Q00987. cell-based MDM2 ubiquitination luciferase reporter, 2 h; 0 = plate control, 100 = twice control, blank-subtracted. signal enhancement, % at 5 µM. 210,000 compounds, 0.11% hits. AID 1230, 2008;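 active = signal enhancement of 30% or more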;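 also: luminescence tracks abundance of the self-degrading MDM2-luciferase fusion protein; higher signal means inhibition of MDM2 E3 ligase activity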
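Test system: mammalian cells stably expressing self-ubiquitinating, self-degrading MDM2 E3–luciferase fusion; Amount: 2000 cells in each well; Medium: DMEM; Schedule: 4 h settle plus 2 h compound, 37 °C; Technique: SteadyLite luciferase luminescence after 15 min room-temperature reagent incubation; Benchmarks: plate control and blank wells.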
eIF4E 4G PPI: eIF4E–eIF4G protein interaction inhibitors, primary screen, biochemical, uHTS, TR-FRET, eIF4GI fragment; Eukaryotic translation initiation factor 4E (Mus musculus) + Eukaryotic translation …; TR-FRET eIF4E-eIF4GI(517-606) binding, 2 h; inhibition, % at 21.7 µM; 220,000 compounds, 0.37% hits;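 active = inhibition above about 30%, limit read from the data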;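 also: 0% = full FRET control wells and 100% = background wells lacking eIF4GI fragment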
FXIIa inh: human FXIIa protease inhibitors, primary screen, biochemical, 1536-well. purified FXIIa, Boc-QGR-AMC fluorogenic substrate, 2 h. 220,000 compounds, 0.3% hits. Coagulation factor XII (Homo sapiens), P00748. inhibition, % at 5 µM. AID 800, 2007; in the data active = inhibition above about 40%;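 also: 0% = enzyme with no compound and 100% = blank without enzyme; many of its hits are not listed in these tables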
p97 ATPase inh: inhibitors of human p97 ATPase, primary screen, biochemical; Transitional endoplasmic reticulum ATPase (Homo sapiens), P55072; recombinant p97 ATPase, Kinase-Glo ATP luminescence, 3 h; inhibition, % at 8 µM; 220,000 compounds, 0.42% hits; AID 1481, 2009; in the data active = inhibition above about 15%;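 also: 0% = DMSO vehicle and 100% = wells lacking enzyme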
Target sequence (P55072 whole entry, looked up): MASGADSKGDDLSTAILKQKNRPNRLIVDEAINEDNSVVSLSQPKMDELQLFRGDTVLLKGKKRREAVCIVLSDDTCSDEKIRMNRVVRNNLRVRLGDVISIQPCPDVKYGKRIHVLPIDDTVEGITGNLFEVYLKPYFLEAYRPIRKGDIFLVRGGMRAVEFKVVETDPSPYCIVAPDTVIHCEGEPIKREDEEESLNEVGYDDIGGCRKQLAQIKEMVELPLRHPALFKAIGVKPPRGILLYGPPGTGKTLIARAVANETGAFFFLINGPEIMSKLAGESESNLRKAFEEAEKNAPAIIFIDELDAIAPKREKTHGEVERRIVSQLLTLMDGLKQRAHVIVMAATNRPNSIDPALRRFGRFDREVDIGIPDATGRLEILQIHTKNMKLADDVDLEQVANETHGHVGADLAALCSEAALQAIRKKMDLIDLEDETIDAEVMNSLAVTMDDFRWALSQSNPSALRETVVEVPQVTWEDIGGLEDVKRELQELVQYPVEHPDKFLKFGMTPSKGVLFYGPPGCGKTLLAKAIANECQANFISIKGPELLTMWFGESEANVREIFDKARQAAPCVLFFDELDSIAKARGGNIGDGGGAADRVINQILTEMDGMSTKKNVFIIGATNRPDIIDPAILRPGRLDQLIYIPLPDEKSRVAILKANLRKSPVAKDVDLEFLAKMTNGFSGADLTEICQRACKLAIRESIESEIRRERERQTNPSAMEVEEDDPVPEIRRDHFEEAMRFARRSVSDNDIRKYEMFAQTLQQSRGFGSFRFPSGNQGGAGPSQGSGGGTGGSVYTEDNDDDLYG
Rad51 HR inh: human RAD51 strand exchange inhibitors, primary screen, biochemical, fluorescence; inhibition, % at 10 µM; DNA repair protein RAD51 homolog 1 (Homo sapiens), Q06609; hRad51 DNA strand exchange, fluorescence dequenching; 200,000 compounds, 0.085% hits;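 active = inhibition above 40% at the single screening dose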;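 also: 0% = DMSO control wells and 100% = blanks with heterologous ssDNA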
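Test system: preformed human Rad51 ssDNA filaments; also added: Donor/quencher-labelled 47-bp dsDNA substrate; doses: 10 µM final, single point; times: 37 °C 15-min filament assembly, 30-min compound preincubation, 15-min exchange; detection: FRET fluorescence dequenching, excitation 485 nm, emission 520 nm; read-out basis: Fluorescence-based percent inhibition, control- and blank-normalised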
14-3-3 Bad inh: inhibitors of 14-3-3 zeta/Bad binding, primary screen, biochemical, TR-FRET, bovine 14-3-3 zeta; TR-FRET 14-3-3zeta/Dy647-pBad peptide displacement, 1 h; 220,000 compounds, 0.71% hits; 14-3-3 protein zeta/delta (Bos taurus), P63103; inhibition, % at 21.7 µM; AID 781, 2007;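 active = inhibition above about 70%, limit read from the data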;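 also: 0% = full 14-3-3 plus peptide FRET controls and 100% = background without 14-3-3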
Target sequence (P63103 whole entry, looked up): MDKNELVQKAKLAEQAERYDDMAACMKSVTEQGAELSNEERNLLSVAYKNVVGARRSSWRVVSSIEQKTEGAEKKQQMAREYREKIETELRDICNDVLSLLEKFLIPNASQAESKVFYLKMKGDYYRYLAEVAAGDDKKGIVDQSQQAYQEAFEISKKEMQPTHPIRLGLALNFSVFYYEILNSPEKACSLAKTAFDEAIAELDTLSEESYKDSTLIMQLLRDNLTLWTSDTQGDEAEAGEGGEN
KLK5 inh: human KLK5 protease inhibitors, primary screen, biochemical, 1536-well | Kallikrein-5 (Homo sapiens), Q9Y337 | recombinant hK5, fluorogenic AMC substrate cleavage | inhibition, % at 5 µM | 210,000 compounds, 0.59% hits | AID 873, 2007;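 active = inhibition of 40% or more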;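 also: 0% = enzyme controls without compound and 100% = no-enzyme blanks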
FXIa inh 1536: human FXIa protease inhibitors, primary screen, biochemical, 1536-well; Coagulation factor XI (Homo sapiens), P03951; purified FXIa, Boc-Glu-Ala-Arg-AMC fluorogenic substrate; inhibition, % at 5 µM; 220,000 compounds, 0.14% hits;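 active = inhibition of at least 40%; inactive = inhibition below 40%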;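 also: fluorescence of freed AMC excited at 355 nm; 0% = enzyme without compound and 100% = no enzyme blank; many of its hits are not listed in these tables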
Active calls of the source: *; . = not tested or not shown; [ ] = another dose, or the depositor's remark.

SMILES	Wee1 degr inh	Mdm2 ligase inh	eIF4E 4G PPI	FXIIa inh	p97 ATPase inh	Rad51 HR inh	14-3-3 Bad inh	KLK5 inh	FXIa inh 1536
CCCC(=O)Nc1sc2c(c1C#N)CC(C)(C)NC2(C)C	2	1	0	17	7	3	-10	-12	7
CCOc1ncccc1C(=O)OCC(=O)Nc1cc(S(=O)(=O)N2CCOCC2)ccc1Cl	1	-5	2[fluorescence artefact?]	13	-1	2	0	-11	0
CC(Sc1cccc[n+]1[O-])C(=O)Nc1cccc([N+](=O)[O-])c1 (stereo not drawn)	0	1	2	0	3	0	2	-3	-3
COc1cc(CCN2C(=O)c3cccc4cccc(c34)C2=O)c(S(=O)(=O)N2CCCCCC2)cc1OC	0	.	1	9	-3	.	5	-18	7
N#Cc1cccc(NC(=O)CSc2n[nH]c(=O)[nH]c2=O)c1	5	-8	-2	11	4	.	-8	2	2
CCN(CC)S(=O)(=O)c1cccc(C(=O)N/N=C/c2c(C)nn(-c3ccccc3)c2Cl)c1	-1	-2	9	11	4	19	25	-13	3
Cc1ccccc1NS(=O)(=O)c1cc(C(=O)N2CCc3ccccc3C2)ccc1C	-1	-16	1	15	1	.	11	15	8
COc1ccccc1C1OC2=C(Nc3ccc([N+](=O)[O-])cc3N2)C1=O (stereo not drawn)	-3	-2	3	2	5	-7	-5	3	-6
O=C(OCC(=O)N1CCCc2ccccc21)c1cccc(S(=O)(=O)N2CCc3ccccc32)c1	-2	-15	-4[fluorescence artefact?]	-2	5	2	-5	-6	-8
Clc1ccc(C2=Nn3c(nnc3-c3cccs3)SC2)cc1	1	.	-3[fluorescence artefact?]	18	4	4	-2	-13	7
Cc1cc(C)nc(Nc2ccc(N3CCCC3)cc2)n1	3	-7	2[fluorescence artefact?]	15	-2	-4	23[fluorescence artefact?]	4	1
Cc1cccc(OCCN2C(=O)C(=O)c3cc(C)ccc32)c1	1	2	2	8	-5	5	-1	0	-2
COc1ccc(CN(CC2CCCO2)C(=O)c2cc3sccc3n2C)c(OC)c1 (stereo not drawn)	-2	-1	-2	2	-3	5	-7	-17	-5
CC(C)CN(C(=O)c1ccc(=O)n(C)n1)c1nc2ccccc2s1	2	4	-3	18	-4	2	-9	9	3
COc1ccc([C@H]2C=C3CN(C(=O)OC(C)(C)C)S(=O)(=O)[C@H]3C[C@H]2OC(=O)c2cccs2)cc1	.	-14	2	8	.	0	-3	4	2
COc1ccc(-c2cn(-c3ccc(C)cc3)c(=O)n2CC(=O)Nc2ccc(OC)c(OC)c2)cc1	-3	-7	2	6	1	0	-5	-10	-4
O=C(O)c1cccc(CN2C(=O)CSC2=O)c1	-1	-5	-4	2	-5	-4	-1	1	1
CCOC(=O)C1=NN(C(=O)Nc2cccc(C(F)(F)F)c2)C2C(=O)N(c3cccc(C(F)(F)F)c3)C(=O)C12 (stereo not drawn)	1	-16	3	-8	0	5	-19	4	4
CCSc1nnc2n(-c3ccc(OC)cc3)c(=O)c3c4c(sc3n12)CCCC4	2	-15	-7	12	2	8	4	2	1
O=C(/C=C/c1ccc(O)cc1)c1ccc(O)cc1O	-2	.	0[fluorescence artefact?]	8	4	4	-1	-8	-1
O=C1/C(=C\Nc2ccc(OC(F)(F)F)cc2)CCN1c1ncccn1	3	-6	10	1	2	-3	-5[fluorescence artefact?]	-3	-7
CCC1(C)Cc2c(sc(NC(=O)CCC(=O)O)c2C#N)CO1 (stereo not drawn)	1	-8	0	19	1	.	-7	-4	12
CCOc1ccc(C(C)=O)cc1CSc1nnc(-c2ccoc2C)n1N	2	-17	-22	23	0	-11	8	-8	3
CNC(=O)c1cc(C(=O)c2c(Cl)cccc2Cl)c[nH]1	3	-9	-6	-9	4	15	-8	-27	-8
CN1CCN(C(=S)Nc2ccc(Oc3ccccc3)cc2)CC1	-1	0	0	11	-1	24	-6	-2	5

Additional entries follow.
SMILES	Wee1 degr inh	Mdm2 ligase inh	eIF4E 4G PPI	FXIIa inh	p97 ATPase inh	Rad51 HR inh	14-3-3 Bad inh	KLK5 inh	FXIa inh 1536
CCOC(=O)c1ccc(NC(=O)CSc2nc3cccnc3n2C)cc1	0	-6	1[fluorescence artefact?]	16	-2	3	-5	-7	12
N#C/C(=C\c1ccc(Cl)cc1)c1n[nH]c(Cn2cncn2)n1	0	-8	9	12	5	-4	-6	-18	-6
CCCCCOC(=O)C1[C@H]2C(=O)N(CCCOC)C[C@]23C=C[C@H]1O3 (stereo partly drawn)	2	-7	0	5	-8	-9	6	-14	2
CC(C)CC(=O)Nc1nnc(SCC(=O)Nc2ccc(F)cc2)s1	6	-3	3	4	4	14	2	-10	-6
CCOC(=O)N1CCc2c(sc3c2C(=O)NC(c2ccccc2)N3)C1 (stereo not drawn)	2	-4	-7[fluorescence artefact?]	15	3	.	-7	-52	2
CCOC(=O)C1CCCN(c2c(NCCN(C)Cc3ccccc3)c(=O)c2=O)C1 (stereo not drawn)	0	-4	0	14	6	0	-3	-12	5
CCOC(=O)c1cc(-c2csc(COc3ccc(Cl)cc3)n2)on1	-3	-16	-2	4	1	-11	-1	7	-18
c1csc(-c2nc3ccccc3s2)c1	5	-17	1	-1	-5	-4	3	-13	-4
COCCCNC(=O)c1cc2c(=O)n3cccc(C)c3nc2n(C(C)C)c1=N	0	-8	-52[fluorescence artefact?]	-22	-1	-1	-7	-290	-17
COCCNC(=O)CCc1nnc(C2(c3ccc(Cl)cc3)CCC2)o1	2	-7	0	13	-2	-39	2	1	-1
CCCCc1c(O)nc2n(c1=O)CCS2	-3	-4	0	-13	-3	-2	-6[fluorescence artefact?]	-3	-8
Cc1c(C(=O)NCC2CCCO2)sc2nc(-c3ccccc3)cn12 (stereo not drawn)	-3	-51	1	17	-3	3	3	-6	6
Cc1cccc2cc(CN(CC3CCCO3)C(=O)c3ccncc3)c(=O)[nH]c12 (stereo not drawn)	1	-15	-2	6	3	-4	3	-1	-3
COc1cc2c(c(O)c1OC)C(=O)C(OC)CCC2 (stereo not drawn)	-1	-9	5	14	-7	.	0	4	4
O=C(NC1CCCCCC1)C(=S)N1CCCC1	1	1	-3	6	1	6	-8	.	-1
O=c1c(/C=N/N2CCOCC2)c(C(F)(F)F)[nH]n1-c1ccccc1	6	4	5	7	8	2	-5	-2	-3
COc1cc2oc3cc(C)oc(=O)c3c2cc1OC	5	.	2	-1	2	25	15	-6	-4
O=C(NC1CCS(=O)(=O)C1)c1sc2ccccc2c1Cl (stereo not drawn)	2	-10	8	5	6	.	-10	-4	-1
COc1ccc(N2CCN(C(=O)CCN3C(=O)c4ccccc4S3(=O)=O)CC2)cc1	-1	-17	2	6	-3	-1	15[fluorescence artefact?]	1	-6
CN(C)C(=S)NC(=O)c1cccc(Cl)c1	1	-17	2	-7	3	5	-5	-18	-5
CCOC(=O)C1CCCN(S(=O)(=O)c2cc(Br)cc3c2N(C(=O)C2CC2)CC3)C1 (stereo not drawn)	-3	-12	2	16	-1	2	1	-6	4
COc1ccc(C(=O)N/C(=C/c2cccs2)C(=O)NN)cc1OC	1	-20	0	1	7	.	-2	1	1
Cc1cc(C)c2c(c1)N[C@H](c1cccs1)[C@@H]1CCO[C@H]21	3	-11	1	4	3	3	-4	3	1
COc1cccc2c1c(NC(=O)Nc1ccc(F)cc1F)nn2C	-2	-18	-3	4	-4	18	0	-5	-3
COCCCNC(=O)Cn1cc2c(n1)CCCCC2	6	-16	8	7	-2	-5	2[fluorescence artefact?]	2	-2

(next part)
SMILES	Wee1 degr inh	Mdm2 ligase inh	eIF4E 4G PPI	FXIIa inh	p97 ATPase inh	Rad51 HR inh	14-3-3 Bad inh	KLK5 inh	FXIa inh 1536
Oc1c(Cl)cc(Cl)cc1C1Nc2ccccc2-n2cccc21 (stereo not drawn)	0	1	3	4	-8	-13	-6	-1	-3
COc1cc(CNCCN2CCOCC2)ccc1OCc1cccc(Cl)c1	-2	-18	8	15	0	-3	61[fluorescence artefact?]	-11	7
S=c1nc(-c2ccccc2)n(Cc2cccnc2)c2c1CCCC2	4	-12	-8	2	4	.	-3	-4	-4
CCC(=O)N1CCc2cc(S(=O)(=O)N3CCN(c4ccccn4)CC3)ccc21	3	7	11	7	4	-3	6	8	3
CCOC(=O)NC(=S)Nc1ccc(C(C)(C)C)cc1	-2	-4	-3	2	-7	22	-2	-4	-4
COc1ccc(/C=N/NC(=O)c2nc(-c3ccccc3)n(-c3ccccc3)n2)c(O)c1	3	10	-1	18	7	.	-27	-11	7
Brc1ccc(-c2cnc3n2CCCC3)cc1	1	-12	-13	15	6	-9	-14	-9	2
CCc1cccc(CC)c1NC(=O)CN1CC(C)SC1=NC1CCCCC1 (stereo not drawn)	-3	-3	-2[fluorescence artefact?]	21	-2	8	7	-1	7
COc1nc(Nc2ccc(C(C)=O)cc2)nc(OC)n1	-2	-15	12	-17	-1	7	1	-5	-11
NNC(=O)c1ccc(COCC(F)(F)C(F)F)cc1	2	-10	0	1	1	1	2	-8	2
COc1ccc2[nH]c(=O)c(CN(Cc3cccnc3)Cc3nnnn3CC3CCCO3)cc2c1 (stereo not drawn)	-4	-7	-1	9	4	3	20	2	1
CCC(C)NC(=O)C1c2ccccc2C(=O)N1Cc1ccc(OC)cc1OC (stereo not drawn)	0	-17	-2[fluorescence artefact?]	7	1	1	-8[fluorescence artefact?]	19	8
COC(=O)c1ccc(Sc2nnnn2-c2ccccc2)c([N+](=O)[O-])c1	0	-10	-2	16	5	-6	8	5	6
O=C(OC1CCOC1=O)c1ccc(-c2nc3ccccc3s2)s1 (stereo not drawn)	4	-19	-3	3	-3	-2	1[fluorescence artefact?]	-2	-9
CN1C(=O)c2ccccc2N(C)C1c1ccccc1Cl (stereo not drawn)	1	-16	-1	7	2	20	2	-7	-2
O=C(NCCc1ccccc1)c1c(O)c2cccc3c2n(c1=O)CC3	2	-11	-20	16	7	0	-6[fluorescence artefact?]	-15	5
Cc1ccc(-c2nnc(SCC(=O)Nc3ccc(N4CCOCC4)cc3)o2)cc1	3	-9	-22[fluorescence artefact?]	5	-2	4	-8[fluorescence artefact?]	-27	-3

From PubChem
